Fam108B inh = counter-screen for RBBP9 inhibitors: inhibitors of mouse Fam108B; actives 0.33% (n = 300,000); inhibition, % at 9.51 µM; recombinant Fam108B, FP-Rh probe fluorescence polarization;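 active = inhibition above the screen mean inhibition plus 3 SD, computed separately per campaign, cut at about 18% in these data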;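 also: inhibitors lower polarization as less probe binds the enzyme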
PME-1 primary = PME-1 (human) inhibition | Q9Y570 | recombinant PME-1, FP-Rh probe fluorescence polarization | inhibition, % at 5.9 µM | actives 0.53% (n = 320,000) | AID 2130;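 active = inhibition above the campaign mean of all compounds plus 3 SD, cut at about 26% in these data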;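 also: competitive labeling of PME-1 active site by serine hydrolase directed probe; 0% = PME-1 with DMSO and 100% = wells lacking PME-1 enzyme; inhibitors block probe labeling so polarization falls and inhibition rises; many of its hits are not listed in these tables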
VLA-4 inh = inhibition in a human VLA-4 binding assay. P13612. VLA-4 expressing cells, ligand binding flow cytometry. inhibition, % (about 7 µM as worked out from the volumes in the protocol). actives 0.2% (n = 330,000); in the data active = inhibition above about 50%
Efflux pump inh = blocks antifungal efflux pumps in multiplex yeast assay | inhibition, % at 10 µM | S. cerevisiae Candida pump triplex, Nile Red efflux | actives 0.44% (n = 330,000) | AID 485275;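 active = plate passing quality check with inhibition over a set limit, or well fluorescence over plate mean plus 4 SD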;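 also: Nile Red retained in pooled yeast measured as flow cytometry median fluorescence; 0% = buffer negative control and 100% = Enniatin B positive control; higher means more Nile Red kept so more efflux inhibition; some compounds called inactive have numbers as strong as hits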
MCL1 BIM primary = MCL1-BIM-BH3 interaction inhibition (human). Q07820. GST-MCL1 / FITC-Bim-BH3 fluorescence polarization. inhibition, % at 10.9 µM. actives 0.68% (n = 320,000). AID 2057;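 active = inhibition above the mean inhibition of all tested compounds plus 3 SD, set per campaign, cut at about 40% in these data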;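 also: 0% = DMSO wells and 100% = unlabeled Bim-BH3 peptide control; higher means more loss of mP so more displacement of Bim peptide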
Target sequence (Q07820 whole entry, looked up): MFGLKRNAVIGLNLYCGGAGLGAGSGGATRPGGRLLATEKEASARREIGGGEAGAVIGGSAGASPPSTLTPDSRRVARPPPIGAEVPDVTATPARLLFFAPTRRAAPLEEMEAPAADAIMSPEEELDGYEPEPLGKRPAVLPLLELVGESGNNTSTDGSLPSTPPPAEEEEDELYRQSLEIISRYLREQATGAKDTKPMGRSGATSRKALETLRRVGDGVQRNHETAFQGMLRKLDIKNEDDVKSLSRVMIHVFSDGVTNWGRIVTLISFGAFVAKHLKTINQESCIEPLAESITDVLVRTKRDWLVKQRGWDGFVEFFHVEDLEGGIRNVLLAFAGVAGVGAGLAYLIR
MEX-5 binding = C. elegans MEX-5 TCR-2 RNA binding activity; MEX-5/FITC-TCR2 RNA binding, fluorescence polarization; stronger effect = lower value; AID 1832; activity score (negative = inhibition of binding), % at 10 µM; actives 0.38% (n = 300,000); Q9XUB2;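 active = inhibition past about -25% in most replicates, and total fluorescence under double the plate's negative control median, limit read from the data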;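 also: 0% = DMSO and -100% = 5 µM competing unlabeled TCR2 RNA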
Target sequence (Q9XUB2 whole entry, looked up): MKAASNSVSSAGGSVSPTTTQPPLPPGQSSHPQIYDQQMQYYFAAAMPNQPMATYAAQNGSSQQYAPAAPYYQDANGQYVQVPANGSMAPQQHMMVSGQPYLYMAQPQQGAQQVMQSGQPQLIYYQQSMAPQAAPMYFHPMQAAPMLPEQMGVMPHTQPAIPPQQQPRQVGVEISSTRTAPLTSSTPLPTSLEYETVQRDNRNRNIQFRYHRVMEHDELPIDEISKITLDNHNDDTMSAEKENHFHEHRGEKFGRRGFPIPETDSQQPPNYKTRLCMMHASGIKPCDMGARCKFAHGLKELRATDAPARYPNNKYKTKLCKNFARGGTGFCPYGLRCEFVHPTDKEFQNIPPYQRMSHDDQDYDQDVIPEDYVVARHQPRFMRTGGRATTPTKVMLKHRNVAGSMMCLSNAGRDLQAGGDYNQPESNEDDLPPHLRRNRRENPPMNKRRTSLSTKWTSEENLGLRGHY
Bcl-xL primary = blocks human Bcl-xL binding to Bim BH3 peptide; actives 0.7% (n = 320,000); inhibition, % at 10.9 µM; GST-Bcl-xL / FITC-Bim BH3 peptide fluorescence polarization; AID 2129;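 active = inhibition above the mean of all tested compounds plus 3 SD, cutoff set per campaign, cut at about 30% in these data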;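 also: 0% = DMSO wells and 100% = unlabeled Bim-BH3 peptide competitor; inhibitors lower millipolarization by displacing the labeled peptide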
Target sequence (Q07817 whole entry, looked up): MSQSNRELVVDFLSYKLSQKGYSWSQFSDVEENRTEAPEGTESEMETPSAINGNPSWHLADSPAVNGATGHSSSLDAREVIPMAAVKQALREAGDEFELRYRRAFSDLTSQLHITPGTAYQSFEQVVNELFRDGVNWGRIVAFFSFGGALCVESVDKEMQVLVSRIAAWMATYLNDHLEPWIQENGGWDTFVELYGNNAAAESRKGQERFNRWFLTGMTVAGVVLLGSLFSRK
GRK2 aptamer HTS = blocks RNA aptamer binding to human GRK2. bead flow cytometry, FAM-aptamer displacement from GRK2. inhibition of aptamer binding, % at 10 µM. actives 0.59% (n = 330,000). AID 488847;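 active = inhibition of aptamer binding above 40%, roughly 3 SD of noise, on plates passing a quality check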;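 also: median bead fluorescence of bound FAM aptamer so fluorescent compounds give negative values; no value below 0 was filed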
GLD-1 TGE inh = GLD-1-TGE RNA interaction inhibition (C. elegans); inhibition, % at 5.96 µM; actives 0.44% (n = 320,000); AID 2280; Q17339; purified GLD-1 + fluorescein TGE RNA, fluorescence polarization;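 active = percent inhibition above a per-plate cutoff, the plate mean of test compounds plus 3 SD, cut at about 30% in these data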;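 also: 0% = DMSO wells with GLD-1 and probe and 100% = wells lacking GLD-1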
The depositor's hits bear a star; nt = not tested or not shown. The list is partial, so the mix of outcomes need not match the whole.

SMILES	Fam108B inh	PME-1 primary	VLA-4 inh	Efflux pump inh	MCL1 BIM primary	MEX-5 binding	Bcl-xL primary	GRK2 aptamer HTS	GLD-1 TGE inh
COc1ccc(Cl)cc1C(=O)NNC(=O)CCNC(C)=O	4	-2	10	0.1	1	1.5	2	4	-6
COC(=O)NCC(c1ccc2c(c1)OCO2)N1CCN(c2ccccc2)CC1 (stereo not drawn)	3	-3	-5	-0.1	6	-0.9	11	0	-1
N#CCC(=O)N/N=C/c1cn(Cc2ccc3ccccc3c2)c2ccccc12	-7	-6	25	0.1	-5	-3.4	-1	0	-4
COc1ccccc1CN1CC(C(=O)NCCN2CCOC2=O)CCC1=O (stereo not drawn)	nt	nt	21	-0.5	nt	1.2	nt	0	nt
CCCCC#Cc1cncc(C(=O)N/N=C/c2ccccc2)c1	-8	-13	17	0.3	-3	-1.0	-5	3	6
N#Cc1cccc(NC(=O)Cc2ccccc2)c1	1	-5	1	-0.1	-2	-0.8	2	0	1
Cc1c(-n2c(O)c(C3=c4ccccc4=NC3=O)sc2=O)c(=O)n(-c2ccccc2)n1C	-6	-3	-11	0.0	11	2.4	10	3	0
CCN(CC)C(=O)/C=C/c1ccccc1	nt	4	0	0.0	0	nt	2	1	4
CCCCc1nnc(SCC(=O)Nc2nccs2)n1C	-1	3	3	0.1	-1	-0.4	0	8	8
O=C(NCc1ccncc1)C1CCN(S(=O)(=O)c2cc(Cl)ccc2Cl)CC1	0	10	5	0.0	6	-2.3	4	0	4
Cc1cc(C)n(CC(C)NC(=O)c2cc(COc3c(F)cccc3F)on2)n1 (stereo not drawn)	-2	-7	-3	0.1	-2	-0.4	1	2	-3
Cc1cccc(C)c1NC(=O)CN(C)CC(=O)c1c(N)n(Cc2ccccc2)c(=O)n(C)c1=O	nt	8	10	0.5	-11	nt	-8	0	2
CCS(=O)(=O)N1CCCC(C(=O)NCc2ccccc2Cl)C1 (stereo not drawn)	-2	6	7	0.0	4	-0.2	4	2	-1
COc1ccccc1N1CCN(c2nc(C)nc3c2oc2ccccc23)CC1	-1	9	15	0.0	2	-0.5	6	2	0
C=CCOc1ccc(/C=C2\SC(=S)N(N3CCOCC3)C2=O)cc1	-5	-2	-4	0.0	6	0.2	2	nt	3
CCOC(=O)c1cc2c(nc1N)CCCC2	2	-5	12	0.1	-6	1.7	-1	1	-2
CCOC(=O)NC(NC(=O)OCC)C(=O)c1ccccc1	-1	-11	6	0.1	4	0.7	2	0	6
CCOc1ccc2nc(SCC(=O)c3ccccc3)sc2c1	-10	-16	-3	0.0	-1	-4.6	3	3	0
O=C(Nc1ccc(F)cc1)Nc1ccc(N2CCCC2)c(S(=O)(=O)Nc2ccccc2Cl)c1	25*	26	0	-0.1	1	2.8	-5	2	11
O=C(Nc1nnc(S(=O)(=O)Cc2ccc(F)cc2)s1)c1ccccc1F	-2	-3	14	0.0	-2	-1.7	-7	2	5
COc1ccccc1N1CCN(C(=O)Cn2nnc(-c3ccncc3)n2)CC1	1	-1	4	-0.1	6	1.7	5	0	-2
CCN(C[C@H]1N[C@@](Cc2ccccc2)(C(=O)OC)[C@H]2C(=O)N(C)C(=O)[C@@H]12)C(=O)c1ccc(C(C)(C)C)cc1	nt	nt	8	-0.3	nt	nt	nt	2	3
CCC1(C)Cc2c(sc3nc(SCC(=O)c4ccccc4)[nH]c(=O)c23)CO1 (stereo not drawn)	-2	-9	-4	0.0	2	1.5	3	4	1
COc1ccc2nc3oc(C(=O)N4CCC(C(N)=O)CC4)cc3cc2c1	8	0	10	-0.1	5	1.3	1	1	6
CCOc1ccc(NC(=O)CN2C(=O)COc3ccc(Cl)cc32)cc1	-1	2	-1	0.2	-2	-1.2	-8	0	11
Nc1ccc(C(=O)OCc2nc3ccccc3[nH]2)cc1	2	3	22	0.1	2	-0.8	3	0	0
O=C(CCC1CCCN(C(=O)c2cc(C3CC3)[nH]n2)C1)N1CCN(c2ccccn2)CC1 (stereo not drawn)	2	5	-1	-0.1	-2	2.6	6	4	7
Cc1cc(C(=O)N/N=C/c2ccco2)c2ccccc2n1	2	6	17	-0.4	22	1.4	4	5	1
CCn1ncc(CNC(=O)c2cccc([N+](=O)[O-])c2)c1C	4	1	15	0.2	4	-0.8	7	0	4
CC(C)CN(C(=O)CSc1nc(N)cc(N)n1)C1CCS(=O)(=O)C1 (stereo not drawn)	nt	nt	13	0.2	nt	nt	nt	0	0
CCn1c(=O)c2cc(C(=O)NCCCOC)sc2c2ccccc21	-1	3	1	0.1	2	-2.6	1	0	-2
CC(=O)C1=C(c2cccc([N+](=O)[O-])c2)N(C(C)=O)n2c(C)nnc2S1	-2	-3	4	-0.2	10	-47*	5	0	8
COC(=O)c1[nH]c2cccc(C)c2c1NC(=O)CN1CCCc2ccccc21	-1	-1	0	0.1	1	1.0	-2	0	-21
Cc1c(Br)c(=O)[nH]c(=O)n1COCc1ccccc1	0	1	6	-0.1	9	2.1	6	0	3
Cc1cc(C)nc(NC(=O)NC(=O)c2ccccc2)n1	2	5	-6	0.0	12	-1.4	7	2	5
COCCNCC(=O)C12CC3CC(CC(C3)C1)C2	0	-1	-3	0.0	-2	-0.5	5	0	2
Cc1nn2c(NCc3ccccn3)cc(C(C)(C)C)nc2c1-c1ccccc1	4	-2	8	0.1	8	-1.5	3	5	7
Nc1ccccc1Oc1ccc2ccccc2c1	-3	0	-2	0.1	1	2.5	4	1	5
O=C(COC(=O)CCC(=O)c1ccc(F)cc1)NCCc1ccccc1	nt	nt	13	0.1	nt	nt	nt	0	-5
Nc1ccc(S(=O)(=O)c2cccc(N)c2)cc1	-1	-3	24	-0.1	11	0.6	10	1	-3
O=C1C=C(c2ccccc2C(F)(F)F)C[C@@H](c2ccc3c(c2)OCO3)C1	nt	-5	-4	0.0	-3	nt	-1	0	5
CCCN(Cc1nnc(-c2ccccc2Cl)o1)C(=O)c1ccc(C)c(S(=O)(=O)N2CCOCC2)c1	5	3	5	0.2	4	-0.7	8	0	4
CC(C)CC(=O)Nc1nnc(S(=O)(=O)Nc2ccccc2)s1	-1	-4	9	0.1	2	-0.8	-1	0	6
Cn1c(=O)c2c3c(sc2n2c(SCC(N)=O)nnc12)CC(C(C)(C)C)CC3 (stereo not drawn)	-4	0	-4	-0.3	6	-1.9	-1	0	2
O=C(C1COc2ccccc2O1)N1CCN(c2ccccc2F)CC1 (stereo not drawn)	-5	5	11	0.1	0	-0.8	5	0	0
COc1ccc(C2C(C#N)=C(N)OC3=C2C(=O)CC(C)(C)C3)cc1Cn1nc(C)c([N+](=O)[O-])c1C (stereo not drawn)	3	2	-1	0.3	18	-1.0	2	2	6
CCC(=O)N1CCN(c2ccc(NC(=O)c3cc4ccccc4o3)cc2)CC1	8	-7	-1	0.2	2	-3.8	4	0	-1
CC1=C(C(=O)OCc2ccccc2)C(c2ccc(Cl)cc2Cl)NC(=O)N1CCCC(=O)O (stereo not drawn)	4	7	-5	-0.1	0	nt	-3	2	17
O=C1NC(Cc2ccccc2)C(=O)Nc2ccc(Br)cc21 (stereo not drawn)	-2	3	8	0.0	2	0.3	-1	0	7
O=C(CSc1ncnc2sc3c(c12)CCCC3)N1CCC(c2noc3ccc(F)cc23)CC1	-3	-2	-7	0.2	4	1.8	0	6	8
COc1ccc2c(C)c(C(=O)N3CC[C@@H](N4CCC(O)CC4)[C@H](O)C3)oc2c1	-2	8	10	0.0	6	1.3	6	0	6
C=CCOc1ccc2ccccc2c1/C=N/O	-1	4	-8	0.0	1	-1.8	2	2	-1
CN(C)S(=O)(=O)c1cccc(C(=O)OCC(=O)c2ccc3c(c2)NC(=O)CO3)c1	-4	0	8	-0.2	-5	-1.5	3	3	4
CC(C)(Oc1ccc(Cl)cc1)C(=O)NC1CCN(Cc2ccccc2)CC1	-1	-4	0	0.1	3	-0.2	1	0	5
CCn1cc([N+](=O)[O-])c(C(=O)Nc2c(C)nn(Cc3c(F)c(F)c(F)c(F)c3F)c2C)n1	-1	-5	15	-2.6	-10	-1.1	-3	2	7
C/C(=N\NS(=O)(=O)c1cccc([N+](=O)[O-])c1)c1cc2ccccc2o1	-1	5	9	0.0	13	1.2	8	5	7
COc1ccc(-c2cc(C(=O)N3CC4(C)CC3CC(C)(C)C4)no2)cc1 (stereo not drawn)	2	-4	-4	0.6	1	2.9	3	3	-3
CCc1ccc2c(CC(=O)NNC(=O)c3ccncc3)coc2c1	nt	-2	-12	-0.1	-6	nt	0	14	3
CCOC(=O)c1cccc(NC(=O)CSc2nnc(-c3cccnc3)n2CC)c1	10	3	0	-0.1	-2	-0.2	-1	0	-2
Cc1ccc(N(C(=O)c2snc(C(N)=O)c2N)C(C(=O)NCC2CCCO2)c2ccc(C)o2)c(C)c1 (stereo not drawn)	7	-10	-4	0.0	4	2.9	2	1	7

The last 2 compounds of the section above come first, to join the parts.
SMILES	Fam108B inh	PME-1 primary	VLA-4 inh	Efflux pump inh	MCL1 BIM primary	MEX-5 binding	Bcl-xL primary	GRK2 aptamer HTS	GLD-1 TGE inh
CCOC(=O)c1cccc(NC(=O)CSc2nnc(-c3cccnc3)n2CC)c1	10	3	0	-0.1	-2	-0.2	-1	0	-2
Cc1ccc(N(C(=O)c2snc(C(N)=O)c2N)C(C(=O)NCC2CCCO2)c2ccc(C)o2)c(C)c1 (stereo not drawn)	7	-10	-4	0.0	4	2.9	2	1	7
Cc1ccccc1N1CCN(C(=S)c2ccc(-c3ccc([N+](=O)[O-])cc3)o2)CC1	1	2	22	0.0	6	-1.4	4	17	-1
CCCOC(=O)Cc1n[nH]c(=O)[nH]c1=O	-4	-7	2	0.1	2	nt	0	2	5
O=C(Cc1ccc(Cl)cc1)N/N=C1\CCCc2ccccc21	-3	4	12	-0.1	2	0.8	1	0	-8
COc1ccc(CNC(=O)/C=C/c2ccc(S(=O)(=O)NCc3ccco3)cc2)cc1OC	1	1	16	0.4	-14	4.0	-4	0	6
COc1cc2cc(C(=O)O)n(C)c2c(OC)c1OC	-2	-1	-6	0.1	1	2.0	4	0	-1
O=C(N/N=C/c1cccc(O)c1)c1ccc(NC(=O)C2CCCCC2)cc1	nt	nt	12	0.0	nt	1.7	nt	3	nt
Cc1ccc(CCNS(=O)(=O)c2ccc3c(c2)N(C)CCO3)cc1	0	1	-3	-0.3	0	-0.7	3	1	7
O=[N+]([O-])c1ccc(Nc2ccc(F)cc2)nc1	4	6	18	0.1	-2	-2.6	1	2	-1
O=C(NCC1CC1)c1cccc2c1C(=O)c1ccc(N3CCCC3)cc1S2(=O)=O	nt	nt	11	-0.1	nt	nt	nt	1	44*
Cc1nc2ccc(Cc3ccc4nc(C)[nH]c4c3)cc2[nH]1	-3	7	-1	0.2	-2	3.7	2	0	-5
CCn1c(Cc2ccccc2)nnc1SCC(=O)Nc1ccc2c(c1)OCCO2	0	1	1	0.0	1	-2.4	2	2	4
CCOc1ccc(C(=O)NCC(=O)NCCCSc2ccccc2)cc1OCC	-4	2	11	0.0	5	0.5	2	0	-3
c1ccc(-c2nc3c4ccccc4ccn3c2CN2CCOCC2)cc1	-3	8	3	-0.1	3	0.5	7	1	5
Nc1ccc(C(=O)OCC(=O)N2CCc3ccccc3C2)cc1[N+](=O)[O-]	-2	-2	5	-0.1	6	-1.7	6	6	4

Screens from PubChem BioAssay.
